DDE Tn6 FP inh: inhibitors of Tn6 peptide binding to fibrin DD(E), primary screen, biochemical, fluorescence polarization, human fibrin, Tn6 probe. Fibrinogen beta chain (Homo sapiens), P02675. inhibition, % at 8.3 µM. Fibrin DD(E) TRITC-Tn6 fluorescence polarization displacement. 370,000 compounds, 0.21% hits;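 active = inhibition above a per-campaign cutoff: mean of compounds within control limits plus 3 SD, cut at about 15% in these data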;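 also: 0% = median of all compound wells on the plate and 100% = blocking peptide control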
TDP2 inh: human TDP2 enzyme inhibitors, primary screen, biochemical, epi absorbance, recombinant enzyme; Tyrosyl-DNA phosphodiesterase 2 (Homo sapiens), O95551; T5PNP hydrolysis, p-nitrophenol absorbance 415 nm; inhibition, % at 12.8 µM; 370,000 compounds, 0.34% hits;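 active = inhibition above the mean of all tested compounds plus 3 SD, set per campaign, cut at about 25% in these data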;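 also: 0% = DMSO with enzyme and 100% = buffer with substrate but no TDP2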
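test system = human TDP2 enzyme | input = TDP2 enzyme at 120 nM final | medium = 50 mM Tris-HCl pH 7.5 with Mg2+, KCl, DTT, BSA | also added = T5PNP substrate, 5 mM | times = 2 h at 37 °C | technique = epi absorbance | benchmarks = high control without enzyme, low control DMSO plus TDP2 | replication = each compound tested once, singlicate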
ARFGAP1 inh: inhibitors of rat ARFGAP1 GAP activity, primary screen, biochemical, fluorescence polarization, GDP tracer; inhibition, % at 16.5 µM; Arfgap1-stimulated ARF1 GTP hydrolysis, GDP FP detection; ADP-ribosylation factor GTPase-activating protein 1 (Rattus norvegicus), Q62848; 360,000 compounds, 0.26% hits;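 active = inhibition above a per-plate limit, mean inhibition of low control wells plus 3 SD, cut at about 25% in these data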;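 also: 0% = DMSO wells with enzyme and 100% = wells lacking Arfgap1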
Target sequence (Q62848 1-136 limits assumed): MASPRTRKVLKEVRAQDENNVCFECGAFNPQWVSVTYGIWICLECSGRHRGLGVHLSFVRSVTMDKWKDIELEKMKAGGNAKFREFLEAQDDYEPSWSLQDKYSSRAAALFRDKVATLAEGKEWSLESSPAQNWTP
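system = rat Arfgap1 catalytic domain, aa 1-136 | technique = FP, GDP Alexa 633 tracer displaced from anti-GDP antibody, 620/688 nm | compound = one concentration, 16.5 µM, DMSO 1.26% | medium = HEPES-based buffer, pH 7.5 | timing = compound-enzyme preincubation 20 min, reaction 120 min, detection 60 min, 25 °C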
PLCb3 inh: human PLC-beta3 inhibitors, primary screen, biochemical, fluorescence; 1-phosphatidylinositol 4,5-bisphosphate phosphodiesterase beta-3 (Homo sapiens), Q01970; Purified PLC-beta3, fluorogenic substrate; inhibition, % at 12.2 µM; 370,000 compounds, 0.18% hits; in the data active = inhibition above about 11%;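 also: 0% = median of compound wells on plate and 100% = full blocker control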
PLCg1 inh: PLC-gamma1 enzyme inhibitors, primary screen, biochemical, fluorescence, purified enzyme; AID 720700, 2013; fluorogenic substrate; 1-phosphatidylinositol 4,5-bisphosphate phosphodiesterase gamma-1 (Homo sapiens), P19174; inhibition, % at 12.2 µM; 370,000 compounds, 0.84% hits; in the data active = inhibition above about 9.5%
ADAM10 inh: human ADAM10 inhibitors, primary screen, biochemical, QFRET, HTS. Disintegrin and metalloproteinase domain-containing protein 10 (Homo sapiens), O14672. recombinant ADAM10, EDANS/DABCYL FRET peptide cleavage, 3 h. 370,000 compounds, 0.62% hits. inhibition, % at 7 µM;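 active = inhibition above a per-campaign cutoff equal to the mean of compounds falling between control-based bounds plus 3 SD, cut at about 20% in these data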;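 also: 0% = DMSO wells while the 100% control is not disclosed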
SIAE inh: human SIAE inhibitors, primary screen, biochemical, fluorescence polarization, FP-Rh probe, 1536-well HTS | inhibition, % at 9.66 µM | Sialate O-acetylesterase (Homo sapiens), Q9HAT2 | AID 1053197, 2014 | SIAE FP-Rh probe binding | 370,000 compounds, 0.69% hits;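 active = inhibition above a cutoff: mean of compounds within the control limits plus 3 SD of those, cut at about 17% in these data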;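 also: 0% = plate median of compound wells and 100% = probe without SIAE protein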
Target sequence (Q9HAT2 whole entry, looked up): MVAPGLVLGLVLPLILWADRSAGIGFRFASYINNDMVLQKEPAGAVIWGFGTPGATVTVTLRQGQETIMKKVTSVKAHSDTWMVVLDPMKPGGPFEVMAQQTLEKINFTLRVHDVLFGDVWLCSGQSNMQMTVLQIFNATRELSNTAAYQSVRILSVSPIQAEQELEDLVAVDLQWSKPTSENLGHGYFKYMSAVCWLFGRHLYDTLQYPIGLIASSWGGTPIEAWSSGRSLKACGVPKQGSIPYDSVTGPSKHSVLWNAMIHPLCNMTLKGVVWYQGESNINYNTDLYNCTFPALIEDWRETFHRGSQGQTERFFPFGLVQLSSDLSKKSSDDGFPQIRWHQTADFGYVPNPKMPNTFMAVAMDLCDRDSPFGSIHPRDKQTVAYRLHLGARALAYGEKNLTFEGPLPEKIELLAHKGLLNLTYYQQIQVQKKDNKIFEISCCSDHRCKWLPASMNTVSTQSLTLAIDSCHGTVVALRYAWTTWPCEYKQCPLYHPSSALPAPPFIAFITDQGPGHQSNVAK
ASAP1 GAP inh: inhibitors of human ASAP1 ArfGAP activity, primary screen, biochemical, fluorescence polarization; 360,000 compounds, 0.19% hits; ASAP1-stimulated ARF1 GTP hydrolysis, GDP FP detection; Arf-GAP with SH3 domain, ANK repeat and PH domain-containing protein 1 (Homo sapiens), …; inhibition, % at 16.5 µM; AID 624377, 2012; in the data active = inhibition above about 25%;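 also: 0% = vehicle with enzyme and substrate and 100% = no enzyme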
Target sequence (Q9ULH1 325-724 limits assumed): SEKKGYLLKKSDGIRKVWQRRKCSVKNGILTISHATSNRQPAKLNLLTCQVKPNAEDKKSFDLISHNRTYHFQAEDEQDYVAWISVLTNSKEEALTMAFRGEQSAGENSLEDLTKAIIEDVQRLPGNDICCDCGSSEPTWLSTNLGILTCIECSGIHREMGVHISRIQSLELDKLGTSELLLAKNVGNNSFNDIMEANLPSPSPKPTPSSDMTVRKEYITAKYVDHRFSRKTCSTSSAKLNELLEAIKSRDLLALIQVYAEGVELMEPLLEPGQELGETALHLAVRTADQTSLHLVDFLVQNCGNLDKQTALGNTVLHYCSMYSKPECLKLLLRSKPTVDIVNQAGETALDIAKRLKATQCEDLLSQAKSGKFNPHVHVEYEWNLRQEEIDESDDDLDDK
DDE Tn7 FP inh: inhibitors of Tn7 peptide binding to fibrin DD(E), primary screen, biochemical, fluorescence polarization, human fibrin, Tn7 probe. 370,000 compounds, 0.13% hits. inhibition, % at 8.3 µM. FP displacement of FITC-Tn7 peptide from fibrin DD(E); 0% = median of compound wells per plate;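 active = inhibition above the mean of compounds falling within the control limits plus 3 SD of them, cut at about 14% in these data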;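 also: 0% = plate median of compound wells and 100% = 10 µM Aha-Tn7 peptide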
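Assay system: Fibrin-DD(E) protein isolated from polymerized human fibrin clots; read-out basis: percent inhibition; medium: Tris/NaCl/CaCl2 buffer, pH 7.8; signal: FP measurement; incubation: 10 min plus 3 h, room temperature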
ADAM17 inh: ADAM17 inhibitors, primary screen, biochemical, QFRET; Disintegrin and metalloproteinase domain-containing protein 17 (Homo sapiens), P78536; recombinant ADAM17, EDANS/DABCYL FRET peptide cleavage; inhibition, % at 6.95 µM; 370,000 compounds, 0.83% hits;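 active = inhibition above the mean of compounds lying between control limits plus 3 SD, set per campaign, cut at about 8.5% in these data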;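 also: 0% = DMSO-only wells as the low control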
* marks the source's active call; other numbers are inactive results; i = inactive; x = no result given.

SMILES	DDE Tn6 FP inh	TDP2 inh	ARFGAP1 inh	PLCb3 inh	PLCg1 inh	ADAM10 inh	SIAE inh	ASAP1 GAP inh	DDE Tn7 FP inh	ADAM17 inh
O=C(c1cccc(S(=O)(=O)N2CCOCC2)c1)N1CCN(c2ccc(F)cc2)CC1	3.2	-6.3	-6.9	0.6	4.0	2.8	5.0	12.2	-6.9	3.5
N[C@H]1C(O)O[C@H](CO)[C@@H](O)[C@@H]1O (stereo partly drawn)	-1.7	-0.7	6.2	0.0	0.1	-3.0	4.8	-3.0	-6.7	-4.4
Cc1ccc(N(CC(=O)N2CCN(c3ccc(F)cc3)CC2)S(=O)(=O)c2c(C)noc2C)cc1	-2.9	6.7	4.1	-6.8	0.8	3.3	-6.2	5.0	6.4	0.5
COc1ccc(NC(=O)Cc2nnc(SCC(=O)NC3CCCCC3)n2C)cc1	7.9	1.5	6.5	-4.2	0.8	-1.0	2.3	13.3	4.1	-0.7
Cc1ccc(C)c(NC(=O)COC(=O)CCc2ccc(S(=O)(=O)N3CCOCC3)cc2)c1	4.8	-2.1	4.5	-5.5	-3.6	-5.2	-12.8	0.1	1.2	-2.3
C#CCn1ccc(O)c(Cc2c(F)cccc2Cl)c1=O	-2.6	-1.2	8.9	2.4	-1.2	-3.9	0.4	-5.0	0.5	-4.4
Cc1ccc(C)c(S(=O)(=O)N2CCN(C(=O)c3ccc(C)s3)CC2)c1	-1.7	1.2	4.5	-5.6	-1.2	-2.2	0.0	-8.2	3.7	-2.7
O=C(NC(=S)Nc1ccc(O)cc1)C1CCCC1	-4.4	-4.0	-5.3	-3.7	-0.9	-11.7	8.9	-1.1	1.6	-1.0
Cc1ccc(NC(=O)COC(=O)[C@H](C)NC(=O)c2ccccc2)cc1S(=O)(=O)N1CCOCC1	4.9	10.8	5.6	-5.3	0.7	4.9	-1.6	3.8	3.6	-4.8
COc1cc(/C=C2/SC(N)=NC2=O)ccc1Oc1ccc([N+](=O)[O-])cc1[N+](=O)[O-]	-2.4	0.4	-4.3	-0.3	-1.1	5.8	-33.5	29.3*	8.4	-0.8
Cc1ccccc1OCCn1cc(C(=O)O)c2ccccc21	-1.1	7.5	-4.6	-1.4	-1.4	2.4	5.8	-4.4	-0.5	-0.1
O=C(O)C(Cc1ccccc1)N1C(=O)/C(=C/c2cccnc2)SC1=S (stereo not drawn)	-1.4	-3.2	-0.2	-8.1	1.4	-5.9	-0.7	-6.2	0.1	-2.5
O=C1CSc2ccc(C(=O)NCCc3ccc(Cl)cc3Cl)cc2N1	1.5	0.5	-1.7	-8.8	3.4	-4.5	-4.2	7.7	-4.6	-0.7
c1ccc2c(c1)nc(Nc1ccc(N3CCCCC3)cc1)c1nncn12	-0.9	-10.4	-12.5	-21.6	-11.3	2.1	8.3	-5.3	0.4	-4.3
O=S(=O)(Cc1ccccc1)NC1c2ccccc2Oc2ccccc21	0.3	2.9	6.3	-8.6	3.6	-8.0	-1.8	3.2	3.2	-2.5
c1cc(-c2cc3cc(N4CCOCC4)ccc3o2)cs1	-0.1	13.2	0.8	-25.4	-13.1	-20.8	-2.1	-0.9	-1.2	-4.3
NCC(O)CN(c1ccccc1)c1ccccc1 (stereo not drawn)	4.2	1.6	-4.6	1.8	-3.6	2.7	6.3	7.5	-0.6	0.0
Cc1ncc(CN2CCCC(CCC(=O)NCc3ccc(F)c(F)c3)C2)s1 (stereo not drawn)	-1.8	-16.5	-16.4	3.6	0.1	3.9	-8.3	-6.6	-7.0	3.0
COC(=O)C(Cc1ccc(O)cc1)NC(=O)c1ccc2c(c1)OCCO2 (stereo not drawn)	8.2	0.2	-3.6	-6.2	-1.5	-3.7	-0.8	0.6	-0.3	-2.6
O=S(=O)(c1ccc(NCC2CCCCC2)nc1)N1CCOCC1	2.8	7.8	-2.4	-1.6	-0.1	-7.8	1.4	-10.2	-2.3	-6.7
CCOc1ccc2c(c1)c1nnc(SCC(=O)N3CCCCC3C)nc1n2C (stereo not drawn)	-4.4	-6.4	-5.7	2.9	2.5	-1.1	-0.2	7.7	-1.3	-2.1
Cc1cc(C(=O)N2CCN(c3ncccn3)CC2)sc1-c1ccccc1	8.0	2.0	-8.5	-6.1	0.1	-5.2	0.2	-6.7	6.3	-1.1
COc1ccc(CCNCC(O)COc2cccc(Br)c2)cc1 (stereo not drawn)	-7.7	1.0	-3.0	-1.5	3.6	4.4	-0.1	-1.4	-8.3	1.2
COC(=O)c1ccccc1NC(=O)Cn1c(=O)n(Cc2ccccc2)c(=O)c2c(C)c(C)sc21	-10.1	1.0	-0.2	0.0	2.7	-9.0	-4.5	-1.0	-10.2	-5.0
COc1ccc(C(=O)N(NC(=O)Oc2ccccc2)C(C)(C)C)cc1	-0.5	4.6	8.1	1.4	0.6	3.8	13.3	9.2	-7.2	0.1

Other entries
SMILES	DDE Tn6 FP inh	TDP2 inh	ARFGAP1 inh	PLCb3 inh	PLCg1 inh	ADAM10 inh	SIAE inh	ASAP1 GAP inh	DDE Tn7 FP inh	ADAM17 inh
Cc1nc2c(OCCN3C(=O)c4ccccc4C3=O)cccn2c1N(C)C(=O)CCC1CCCC1	9.6	-4.1	1.4	-12.0	-3.9	-2.8	7.1	-8.0	-5.3	-0.8
CCOC(=O)/C(=C\c1ccc(Cl)cc1)c1nc2sc(C)c(C)c2c(=O)[nH]1	-2.0	1.8	5.3	-29.0	-21.3	-4.0	-0.5	-3.0	0.2	-1.6
CC(NC(=O)c1cc2sccc2n1C)c1ccc2c(c1)OCCO2 (stereo not drawn)	-0.3	-6.8	-13.1	2.8	3.2	8.4	4.5	-20.2	-1.1	1.8
Cc1cc2cc(C#N)c(SCC(=O)Nc3nonc3C)nc2cc1C	1.6	-12.3	0.1	-38.7	-21.6	-37.4	1.4	4.2	1.7	-12.4
O=Cc1cnc(N2CCN(Cc3ccccc3)CC2)s1	1.9	0.9	6.5	3.0	3.1	-2.1	2.2	2.1	-1.5	1.1
Cc1ccccc1NC(=O)Cc1nnc(NC(=O)Nc2ccccc2F)s1	0.3	-2.1	-3.6	4.7	3.6	11.0	-31.4	-5.6	4.1	-3.7
Cc1c(OCC(=O)NCCCN2CCOCC2)ccc2c3c(c(=O)oc12)CCCC3	-7.9	-6.5	1.1	-18.8	-7.7	-111.0	-1.9	5.1	1.3	-35.5
COC(=O)CN1C(=O)C(O)(CC(=O)c2ccc(C)cc2)c2cc(Br)ccc21 (stereo not drawn)	1.0	-5.6	-10.2	4.3	1.4	8.3	-0.3	1.3	0.8	-3.4
CCOC(=O)C1(Cc2ccccc2)CCN(Cc2ccccc2[N+](=O)[O-])CC1	0.0	3.2	x	-4.6	-0.3	5.3	-0.9	x	-7.8	1.7
Cc1cc(Cl)ccc1C(=O)C1CCCN(C(=O)c2cc(C(C)C)no2)C1 (stereo not drawn)	-3.6	12.5	-9.8	3.0	3.2	2.5	1.2	-6.0	7.3	-1.5
COc1ccc(NC(=O)CSc2nccn2Cc2ccco2)cc1	-1.9	-0.4	-4.6	-6.1	3.1	-9.3	4.2	-7.2	2.2	-0.7
CCCCN(CC)Cc1c(O)ccc2c(-c3ccccc3)cc(=O)oc12	-7.6	-4.8	-6.8	i	i	-139.7	9.7	-2.0	-3.0	-36.7
CCC(C)N(C(=O)Cn1c(Cl)nc2c1c(=O)n(C)c(=O)n2C)C1CCS(=O)(=O)C1 (stereo not drawn)	-7.9	-6.9	0.5	-5.2	2.5	-1.9	-2.0	2.8	3.7	-5.9
O=C(O)Cc1n[nH]c(=O)c2ccccc12	-1.4	4.9	-0.6	-0.5	-2.1	2.0	5.1	3.5	0.3	-4.3
O=C(NC12CC3CC(CC(C3)C1)C2)N1CCN(c2ccccc2)CC1	-4.0	4.0	-5.4	-2.2	2.6	0.5	7.2	5.6	1.2	-1.9
O=C(Nc1cccc([N+](=O)[O-])c1)OCc1ccc2c(c1)OCO2	-5.7	-3.9	14.0	5.9	3.0	11.9	-2.8	14.1	7.9	2.6
CC(C)(C)NCc1cc(Cl)ccc1OCc1ccccc1F	6.2	4.4	8.8	1.2	-0.4	-2.1	-1.1	7.3	-4.1	-3.6
CC(=O)Nc1cc(-c2ccc(C(=O)NC3CC3)cc2)cn2c(-c3ccc(F)c(Cl)c3)cnc12	3.6	5.7	2.7	-89.8	-67.0	-29.9	-21.6	2.1	1.8	-8.6
COc1ccc(CCN(C)C(=O)c2ccc3c(=O)n4c(nc3c2)CCCCC4)cc1OC	-5.3	-6.5	12.5	-6.5	3.0	-10.8	2.5	2.2	1.7	-7.4
CCOC(=O)C1(Cc2ccccc2)CCCCCC1=O (stereo not drawn)	-1.6	10.4	-11.9	-0.8	-0.2	-4.7	-2.4	2.8	-3.2	-3.0
COC(=O)c1[nH]c2ccc(Br)cc2c1NC(=O)CN1CCCc2ccccc21	-3.6	2.6	0.9	-4.6	-5.0	-0.9	3.6	11.0	-2.5	-4.1
CCCCOc1ccc(N(CC(=O)NCC2CCCO2)C(=O)CCC(=O)Nc2nccs2)cc1 (stereo not drawn)	-9.5	-13.0	8.5	-1.6	8.4	-4.8	-6.9	-2.0	0.2	1.0
O=C(COc1ccc([N+](=O)[O-])cc1Cl)N1CCOCC1	-1.4	-7.2	0.9	0.9	3.5	3.9	11.0	3.1	0.5	2.6

Individual results from above.
Entry of O=Cc1cnc(N2CCN(Cc3ccccc3)CC2)s1 under ADAM10 inh: -2.1
Entry of Cc1ccc(NC(=O)COC(=O)[C@H](C)NC(=O)c2ccccc2)cc1S(=O)(=O)N1CCOCC1 under DDE Tn7 FP inh: 3.6

Compound activity: PubChem, The Scripps Research Institute Molecular Screening Center
